High-throughput results (PubChem)
DUSP3 inh = inhibitors of human VHR1 phosphatase (DUSP3). P51452. recombinant VHR phosphatase, colorimetric substrate read-out. inhibition, % at 20 µM. 0.7% of 50,000 active. AID 1992; in the data active means inhibition above about 60%; further: some results filed as inactive read as strong as hits
Target sequence (P51452 whole entry, looked up): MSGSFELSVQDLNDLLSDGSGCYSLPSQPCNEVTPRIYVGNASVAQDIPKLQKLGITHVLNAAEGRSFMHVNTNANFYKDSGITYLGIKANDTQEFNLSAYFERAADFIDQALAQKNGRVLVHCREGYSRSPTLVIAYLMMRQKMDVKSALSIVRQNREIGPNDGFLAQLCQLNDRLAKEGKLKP
Numbers without * were called inactive. The list is partial; the hit share may differ from the screen's.

Start of the data: the first 5 compounds (preview)
| SMILES | DUSP3 inh |
| --- | --- |
| COc1ccc(S(=O)(=O)NNC(=O)C23CC4CC(CC(C4)C2)C3)cc1 | -19 |
| NS(=O)(=O)c1ccc(CNC2CC(=O)N(c3ccc(Cl)c(Cl)c3)C2=O)cc1 (stereo not drawn) | -10 |
| O=C(Nc1nccs1)c1ccc(N2C(=O)c3cccc([N+](=O)[O-])c3C2=O)cc1 | 14 |
| CSCCC(NC(=O)/C(=C\c1ccc(Cl)cc1)NC(=O)c1ccccc1)C(=O)O (stereo not drawn) | -12 |
| COc1cccc(NC(=O)/C(=C/c2ccccc2)NC(C)=O)c1 | -4 |

Results (from the top)
| SMILES | DUSP3 inh |
| --- | --- |
| COc1ccc(S(=O)(=O)NNC(=O)C23CC4CC(CC(C4)C2)C3)cc1 | -19 |
| NS(=O)(=O)c1ccc(CNC2CC(=O)N(c3ccc(Cl)c(Cl)c3)C2=O)cc1 (stereo not drawn) | -10 |
| O=C(Nc1nccs1)c1ccc(N2C(=O)c3cccc([N+](=O)[O-])c3C2=O)cc1 | 14 |
| CSCCC(NC(=O)/C(=C\c1ccc(Cl)cc1)NC(=O)c1ccccc1)C(=O)O (stereo not drawn) | -12 |
| COc1cccc(NC(=O)/C(=C/c2ccccc2)NC(C)=O)c1 | -4 |
| COc1ccc(/C=N/Nc2nc(N3CCCC3)nc(N3CCCC3)n2)c(OC)c1 | -1 |
| O=C(/C=C/c1ccccc1)C1=C(O)C(=O)N(c2cccc(C(F)(F)F)c2)C1c1ccc([N+](=O)[O-])cc1 (stereo not drawn) | 0 |
| O=C(Nc1ccccc1)Nc1nnc(/C=C/c2ccccc2)s1 | -12 |
| CCCCOc1cc2oc(=O)c(CC)c(C)c2cc1CC | -2 |
| S=c1[nH]nc(-c2ccccc2Cl)n1C1CCCCC1 | 12 |
| CCOC(=O)c1ccc(NC(=O)c2ccc([N+](=O)[O-])cc2Cl)cc1 | -8 |
| CC1=C(C(=O)Nc2ccccc2)C(c2ccccc2Cl)NC(=S)N1 (stereo not drawn) | 16 |
| Cc1ccc(N2C(=O)c3ccccc3C2=O)cc1[N+](=O)[O-] | -35 |
| CC(=O)OC1(c2ccccc2)CC(C)CN(C(C)(C)C)C1 (stereo not drawn) | -13 |
| C/C(=C\C(=O)ONC(=O)c1ccccc1)NC(C)C | -14 |
| CCCOC(=O)c1c(-c2ccc(Cl)c(Cl)c2)csc1N | 56 |
| Cc1ccc(NC(=O)c2cccc(C)c2)nc1 | -28 |
| O=C(Nc1cc([N+](=O)[O-])ccc1F)C(c1ccccc1)c1ccccc1 | -6 |
| CC1=NN(C(=O)c2cocc2C)C(O)(C(F)(F)F)C1 (stereo not drawn) | -8 |
| COc1cc(OC)cc(C(=O)Nc2ccc(NC(=O)c3ccco3)c(OC)c2)c1 | -10 |
| CC1=C(C(=O)Nc2ccccc2)C(c2ccccc2Br)NC(=S)N1 (stereo not drawn) | 8 |
| CCCCOc1ccc(-c2nc(C3CCCCC3)no2)cc1 | -9 |
| CC1(C)CC(=O)C2=C(C1)c1c(ccc3ccccc13)NC2c1cccs1 (stereo not drawn) | -5 |
| O=[N+]([O-])c1ccc2c(c1)S(=O)(=O)N=C2Nc1cccnc1 | -25 |
| COc1ccc(C(=O)Nc2ccccc2)cc1NC(=O)c1ccc(Cl)c(Cl)c1 | 9 |
| Cc1cc(Cl)ccc1OCC(=O)N1CCN(c2ccccn2)CC1 | -3 |
| CCOC(=O)c1c(N)sc2c1CCC(c1ccccc1)C2 (stereo not drawn) | 94* |
| O=C(N/N=C/c1cccc([N+](=O)[O-])c1)C1COc2ccccc2O1 (stereo not drawn) | 4 |
| COc1ccc(C(=O)N2CCN(C(=O)c3cccs3)CC2)cc1 | -8 |
| O=C(Nc1cccc2nsnc12)c1ccc(-c2cccc(Cl)c2)o1 | -4 |
| NC(=O)C1CCN(Cc2c(O)ccc3ccccc23)CC1 | -3 |
| CC(=O)Oc1ccc2c(c1)oc(=O)c1c3cc(OC(C)=O)c(OC(C)=O)cc3oc21 | -3 |
| O=C1CSC(c2ccccc2)N1c1ccc([N+](=O)[O-])cc1 (stereo not drawn) | -18 |
| O=C(Nc1ccc(OC(F)(F)F)cc1)c1ccc2c(c1)OCCO2 | 19 |
| Cc1cnc2sc(C(=O)Nc3ccccc3)c(C(=O)O)n2c1=O | -11 |
| CCOc1cc(/C=N/NC(=O)c2cc(-c3ccc4ccccc4c3)n[nH]2)ccc1O | 5 |

For reference, part of the list above.
| SMILES | DUSP3 inh |
| --- | --- |
| NC(=O)C1CCN(Cc2c(O)ccc3ccccc23)CC1 | -3 |
| CC(=O)Oc1ccc2c(c1)oc(=O)c1c3cc(OC(C)=O)c(OC(C)=O)cc3oc21 | -3 |

Going on with the list:
| SMILES | DUSP3 inh |
| --- | --- |
| CC(=O)C1C(=O)c2ccccc2/C1=N/N=C/c1ccc([N+](=O)[O-])cc1 (stereo not drawn) | -25 |
| C=CCSc1nc2ccccc2c(=O)n1-c1cccc(C)c1 | -8 |
| CCC(C(=O)Nc1sc(C(=O)OC(C)C)c(C)c1C#N)c1ccccc1 (stereo not drawn) | -23 |
| CCNC(=S)NNC(=O)CSc1nnc(-c2ccc(OC)c(OC)c2)n1-c1ccccc1 | -4 |
| N#Cc1c(NC(=O)c2cc3nc(-c4ccccc4)cc(C(F)(F)F)n3n2)sc2c1CCCC2 | -13 |
| Cc1ccccc1NCC(=O)N/N=C\c1ccc(-c2cccc(Cl)c2)o1 | -11 |
| O=c1/c(=C/c2ccccc2OS(=O)(=O)c2ccccc2[N+](=O)[O-])sc2nc3ccccc3n12 | 0 |
| COc1cc(NC(=O)c2ccc3ccccc3c2)c(OC)cc1Cl | -33 |
| Cc1ccc(/C=C2\C(=O)NN(c3ccc(Cl)c(Cl)c3)C2=O)s1 | 14 |
| Cc1ccc(-n2nc3ccc(NC(=S)NC(=O)c4ccccc4Cl)cc3n2)cc1Cl | -3 |
| O=C(Nc1cccc2ccccc12)N(Cc1ccccc1)Cc1ccccc1 | -18 |
| COc1cc(C2NC(=O)NC(C)=C2C(=O)Nc2ccc(C)cc2)cc(OC)c1OC (stereo not drawn) | 12 |
| O=C(/C=C/c1ccc(F)cc1)NC(=S)Nc1ccccc1Cl | -6 |
| O=C(CC1S/C(=N\N=C2/CCCc3ccccc32)NC1=O)Nc1ccc(Cl)cc1Cl (stereo not drawn) | -19 |
| CCOC(=O)C(CCCOc1cc(C)ccc1C)C(=O)OCC | -12 |
| COc1c(O)ccc(/C=N\NC(=O)c2ccc(Br)cc2)c1[N+](=O)[O-] | -6 |
| Oc1ccccc1-c1cc(-c2ccccc2Cl)[nH]n1 | -6 |
| COc1ccc(NC(=O)C(C)Sc2ccc(Cl)cc2)cc1 (stereo not drawn) | -29 |
| Cc1ccc(C(=O)N/C(=C/c2cccnc2)C(=O)N2CCCCCC2)cc1 | -22 |
| Oc1ccc(/C=N/Nc2cc(-c3ccccc3)nc(-c3ccccc3)n2)cc1 | -35 |
| COc1cccc(N2C(=O)CC(N3CCCCC3)C2=O)c1 (stereo not drawn) | 101* |
| COc1ccc(C2CC(C(F)(F)F)n3ncc(C(=O)NCCc4ccccc4)c3N2)cc1OC (stereo not drawn) | 6 |
| COC(=O)c1sccc1NC(=O)CCc1ccccc1 | -39 |
| CCN(CC)c1ccc(C=NN2CCN(Cc3ccccc3)CC2)c(O)c1 | 13 |
| Cn1ccnc1/C=C(/OC(=O)c1ccc(Cl)cc1)c1ccc(Cl)cc1 | -9 |
| O=C(COc1ccccc1Cl)NNC(=O)c1cccnc1 | -14 |
| O=C(NN=C(/C=C/c1ccccc1)/C=C/c1ccccc1)c1ccco1 | -21 |
| COc1ccc(C2CC(O)(C#Cc3ccccc3)C(C)C(c3ccc(OC)cc3)N2)cc1 (stereo not drawn) | 0 |
| Cc1ccc(NC(=O)C(=O)NCC(C)C)c(C)c1 | 5 |
| COCc1cc(CN2CCC(C)CC2)c(O)c2ncccc12 | 1 |
| CCc1ccccc1NC1=C(Cl)C(=O)N(c2ccc(Br)cc2)C1=O | -3 |
| O=c1oc2ccc(Cl)cc2cc1-c1ccccc1 | -5 |
| Cc1ccccc1C(=O)c1coc2ccccc2c1=O | -20 |
| Cc1onc(-c2ccccc2)c1C(=O)N1CCc2ccccc21 | -30 |
| CC(C)(C)c1cc(C(=O)N/N=C/c2ccc(Cl)cc2Cl)n[nH]1 | 0 |
| O=C(CCCOc1ccc(Cl)cc1Cl)N1CCCc2ccccc21 | -17 |
| Cc1cccc(NC(=S)NC(NC(=O)c2ccccc2F)C(Cl)(Cl)Cl)c1 (stereo not drawn) | 6 |
| O=C(NCc1cc(Br)cc(Br)c1OC(=O)c1ccc([N+](=O)[O-])cc1)c1ccccc1 | -28 |
| CO/C(=N\S(=O)(=O)c1ccc(Cl)cc1)c1ccccc1 | -9 |
| CC(=O)OCCCN1C(=O)c2ccc([N+](=O)[O-])cc2C1=O | -4 |
| O=C(/C=C/c1cccc([N+](=O)[O-])c1)Nc1cc(C(F)(F)F)cc(C(F)(F)F)c1 | 1 |
| COc1cc(C2CC(=O)Nc3c2ccc2ccccc32)ccc1OC(=O)c1ccc(Cl)cc1 (stereo not drawn) | 1 |
| COc1ccc(C(=O)NCCC(C)C)cc1[N+](=O)[O-] | 3 |
| CCOC(=O)c1ccc(-c2ccc(C(=O)Nc3ccc(-c4nc5ccccc5o4)cc3)o2)cc1 | 7 |
| CCOC(=O)c1c(NC(=O)c2ccc(OC)cc2OC)sc(C(=O)N(CC)CC)c1C | -13 |
| O=C(CSc1nnc(-c2cccc(F)c2)n1-c1ccccc1)Nc1ccccc1 | -2 |
| COc1cccc(N(CC(=O)Nc2ccc(C(C)C)cc2)S(=O)(=O)c2ccccc2)c1 | -26 |
| COc1ccc(NC(=O)CSc2ccncc2)c([N+](=O)[O-])c1 | -24 |
| COc1ccc(CN2CCN(C(=O)c3ccc(-c4ccccc4)cc3)CC2)c(OC)c1OC | 13 |
| Cc1cc(C)c(C(N)=O)c(Nc2ccccc2)n1 | -10 |
| COc1cccc(/C=C2/SC(=S)N(CCC(=O)Nc3c(C)n(C)n(-c4ccccc4)c3=O)C2=O)c1 | -116 |
| CCOC(=O)c1c(N)sc2c1CCc1ccccc1-2 | 43 |
| COC(=O)c1c(C)oc2ccc(OC(=O)c3c(C)oc4ccc(OC(C)=O)cc34)cc12 | -14 |
| O=C1C(=O)N(Cc2cccnc2)C(c2ccc(Cl)cc2Cl)/C1=C(\O)c1ccccc1 (stereo not drawn) | -8 |
| CC1(C)NN(c2ccccc2)C(=S)N1c1ccccc1 | -14 |
| Cc1cccc(C(=O)N(C(C)C)C(C)C)c1 | 6 |
| Cc1ccc(N(Cc2ccc(C(=O)N/N=C/c3cc(Br)c(C)o3)cc2)S(C)(=O)=O)cc1C | -2 |
| Cc1ccc(N=Cc2ccc(OC3CSC3)cc2)cc1C | -28 |
| COc1ccccc1NCN1C(=O)S/C(=C\c2ccc(C(C)C)cc2)C1=O | -15 |
| Cn1c(Sc2nc3ccc([N+](=O)[O-])cc3s2)nc2sc3c(c2c1=O)CCCC3 | 11 |

Next structures.
| SMILES | DUSP3 inh |
| --- | --- |
| Nc1ccc(-c2ccc(S(=O)(=O)c3ccc(-c4ccc(N)cc4)cc3)cc2)cc1 | 3 |
| CCc1ccc(/C=C2/Sc3ccccc3C2=O)cc1[N+](=O)[O-] | -12 |
| COc1cc(CN2CCN(C3CCCC3)CC2)cc(OC)c1OC | -4 |
| COc1ccccc1NC(=O)COc1cc(C)c(Cl)c(C)c1 | 1 |
| COc1ccc(Br)cc1C(=O)Nc1ccc(N2CCOCC2)cc1 | 2 |
| Oc1ccccc1C=Nc1ccc2c(c1)ncn2CCn1cnc2cc(N=Cc3ccccc3O)ccc21 | -17 |
| COc1ccccc1C1CC(c2ccc(C)cc2)=NN1C(C)=O (stereo not drawn) | -4 |
| CCOC(=O)c1c(-c2ccccc2)oc2ccc(OCC(=O)O)cc12 | -10 |
| N/C(=N\OC(=O)/C=C/c1ccccc1)c1ccccn1 | 3 |
| O=S(=O)(c1ccc(Cl)cc1)N1CCN(Cc2cccc3ccccc23)CC1 | 18 |
| Cc1ccc(S(=O)(=O)N(C)CCCC(=O)Nc2cccc(C)c2C)cc1 | -18 |
| Cc1ccc(N(CC(=O)Nc2cc(Cl)cc(Cl)c2)S(C)(=O)=O)cc1Cl | -16 |

Next part; it opens with the 2 that closed the last part.
| SMILES | DUSP3 inh |
| --- | --- |
| Cc1ccc(S(=O)(=O)N(C)CCCC(=O)Nc2cccc(C)c2C)cc1 | -18 |
| Cc1ccc(N(CC(=O)Nc2cc(Cl)cc(Cl)c2)S(C)(=O)=O)cc1Cl | -16 |
| O=C(NN1C(=O)CSC1=S)c1ccccc1Br | 16 |
| O=C(Nc1ccc(Cc2ccc(NC(=O)c3ccccc3)c(Cl)c2)cc1Cl)c1ccccc1 | 0 |
| Cc1ccc(-c2cc(C(=O)NCCN3CCOCC3)c3ccccc3n2)cc1 | -15 |
| CCCOC(=O)c1ccc(N=Cc2ccc([N+](=O)[O-])cc2)cc1 | 3 |
| CCCN1C/C(=C\c2ccc([N+](=O)[O-])cc2)C(=O)/C(=C/c2ccc([N+](=O)[O-])cc2)C1 | 26 |
| O=C(CSc1nnc(CCCN2C(=O)c3cccc4cccc(c34)C2=O)n1-c1ccccc1)NCc1ccccn1 | -2 |
| CC(=O)Nc1ccc(C(=O)NCCCN(C)C)cc1 | -85 |
| CNc1ccc2c(O)cc(S(=O)(=O)O)cc2c1 | 29 |
| CCCC(=O)Nc1cc(-c2nc3cc(Cl)cc(Cl)c3o2)ccc1C | -14 |
| COc1cc(NC(=O)Cc2ccccc2)ccc1NC(=O)c1ccco1 | 3 |
| O=C(c1ccc(F)cc1)N1CCN(C(=O)c2cccc(Cl)c2)CC1 | 19 |
| Cc1ccc(C2c3c(c4ccccc4oc3=O)Oc3c2c(=O)oc2ccccc32)cc1 | -19 |
| CCCC1CCc2c(sc(NC(=O)C3CC3c3ccccc3)c2C(N)=O)C1 (stereo not drawn) | 13 |
| COc1ccc(C2Nc3ccccc3NC3=C2C(=O)CC(c2ccc(Cl)cc2)C3)c(OC)c1OC (stereo not drawn) | 0 |
| CCOc1ccc(NC(=S)NC(NC(=O)c2cccc(I)c2)C(Cl)(Cl)Cl)cc1 (stereo not drawn) | -3 |
| COc1cc(NC(=O)c2cccc(OC)c2)cc(OC)c1 | -54 |
| O=C(O)COc1ccccc1/C=N/NC(=O)Cn1nnc(-c2ccccc2Cl)n1 | -15 |
| COc1ccccc1-n1c(SCC(=O)c2ccccc2)nc2ccccc2c1=O | -13 |
| COc1cccc(N(CC(=O)Nc2ccc(Cl)cc2)S(=O)(=O)c2ccccc2)c1 | -2 |
